KCNQ1 inh = inhibitors of human KCNQ1 channel, primary screen, cell-based, thallium flux, high-throughput | Potassium voltage-gated channel subfamily KQT member 1 (Homo sapiens), P51787 | CHO-K1 KCNQ1, FluxOR thallium flux fluorescence; stronger effect = higher value | B-score at 10 µM | 310,000 compounds, 1.3% hits;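 active = compounds whose thallium flux B-score, printed positive for inhibition, exceeds three library SD while starting fluorescence stays within three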;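 note: channel opened by potassium depolarization with thallium stimulus after 20 min compound exposure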
KCNK3 inh = human KCNK3 channel inhibitors, primary screen, CHO cells, FluxOR thallium flux, B-score | Potassium channel subfamily K member 3 (Homo sapiens), O14649 | FluxOR fluorescence; stronger effect = lower value | B-score at 10 µM | 340,000 compounds, 0.84% hits | AID 602410, 2012;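 active = B-score under library mean minus 4 SD, starting fluorescence ratio at most library mean plus 5 SD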;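 note: more negative B-score means stronger inhibition of thallium flux through KCNK3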
KCNQ1 pot = potentiators or activators of KCNQ1 channel, primary screen, cell-based, thallium flux, high-throughput. 310,000 compounds, 0.35% hits. CHO-K1 KCNQ1, thallium flux FluxOR fluorescence; stronger effect = higher value. B-score at 10 µM. Potassium voltage-gated channel subfamily KQT member 1 (Homo sapiens), P51787;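 active = fluorescence ratio B-score, a plate-corrected score, at least three library SD, with initial intensity B-score within 5 SD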
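Schedule – 37 °C overnight plating, 90-min dark dye load, 20-min compound pretreatment · System – stable KCNQ1 CHO-K1 line · Probe or stimulus – thallium- and potassium-containing depolarizing buffer · Measured by – kinetic FluxOR fluorescence, 10 s baseline plus 110 s post-stimulus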
TMEM16A inh = TMEM16A chloride channel inhibitors, primary screen, cell-based, HTS; HEK293 TMEM16A/YFP iodide influx fluorescence, ionomycin; normalized B-score (activity score, 25-100; higher = stronger inhibition) at 10 µM; 310,000 compounds, 1.2% hits; AID 588511, 2011;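 active = ratio plate-corrected score three or more library SD toward inhibition, starting fluorescence score within five deviations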;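 note: score derived from kinetic fluorescence span divided by baseline fluorescence per well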
ANO1 activ = TMEM16A chloride channel activators or potentiators, primary screen, cell-based, HTS; 340,000 compounds, 0.3% hits; Anoctamin-1 (Mus musculus), Q8BHY3; HEK293 TMEM16A/YFP-H148Q/I152L, iodide quench fluorescence; stronger effect = lower value; B-score at 10 µM;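 active = fluorescence-ratio B-score plate-corrected deviation score at least 3 library SD below zero, with starting fluorescence score within 5 deviations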;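 note: channel opened by trigger with iodide after compound preincubation; score built on the fluorescence ratio of max minus min over baseline; more negative score means more quench and so TMEM16A activation or potentiation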
MrgX1 agonist = agonists of human MrgX1 receptor, primary screen, HEK293 cells, Fluo-4 calcium flux | 310,000 compounds, 0.44% hits | Fluo-4 calcium fluorescence, agonist mode; stronger effect = higher value | AID 588627, 2011 | B-score at 10 µM;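 active = calcium response B-score plate-corrected fluorescence ratio at least 3 library SD, with starting fluorescence B-score inside 5 SD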
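Assay system: stable human MrgX1 HEK293 cell line. Quantity: 15,000 cells per well. Schedule: cells plated overnight, dye loaded 0.5 h 37 °C, 0.5 h room temperature. Detection: Fluo-4 NW calcium-flux fluorescence, kinetic read. Read-out basis: peak-minus-minimum fluorescence over baseline, converted to B scores. Control set: positive and negative control wells on each plate.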
RGS4 block = RGS4 inhibitors, primary screen, cell-based, HEK293 M3R inducible RGS4, calcium flux. AID 463165, 2010. Regulator of G-protein signaling 4 (Homo sapiens), P49798. Fluo-4 calcium flux; stronger effect = higher value; triggered by carbachol at its EC20. 310,000 compounds, 0.45% hits. B-score at 10 µM;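 active = B-score, a plate-corrected calcium signal, over three deviations above library mean, with baseline fluorescence within five deviations of library mean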;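 note: RGS4 expression induced by doxycycline in cells with stable M3 receptor; B-score is computed from the integrated fluorescence ratio over baseline after carbachol; higher B-score means a larger calcium signal and so more RGS4 inhibition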
RGS4 pot = RGS4 potentiators or activators, primary screen, cell-based, HEK293 M3R inducible RGS4, calcium flux | B-score at 10 µM | 310,000 compounds, 0.92% hits | carbachol calcium flux Fluo4; stronger effect = lower value | AID 463111, 2010;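 active = B-score of the integrated calcium signal more than 4 SD below the library mean, with starting fluorescence not abnormally high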;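 note: negative B-score means reduced calcium response which marks RGS4 activation or potentiation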
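Material: Inducible-RGS4 HEK293 cells carrying M3 receptor; also added: carbachol at ECmax as muscarinic agonist stimulus; incubation: compound preincubation 20 min at room temperature before agonist; signal: Fluo4-AM (2 µM) calcium-flux fluorescence, kinetic read; measure: integrated calcium ratio converted to B score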
KCNK9 block = KCNK9 potassium channel inhibitors, primary screen, HEK293 cells, thallium flux. Potassium channel subfamily K member 9 (Homo sapiens), Q9NPC2. AID 488922, 2010. FluxOR thallium flux fluorescence; stronger effect = lower value. 310,000 compounds, 1.2% hits. B-score at 10 µM;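 active = ratio B-score over 3 SD below the library mean, with starting fluorescence within 5 SD of its mean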;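 note: negative B-score means less thallium flux so channel inhibition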
MrgX1 PAM = positive allosteric modulators of MrgX1, primary screen, HEK293 cells, Fluo-4 calcium flux; FDSS; stronger effect = higher value; B-score at 10 µM; 310,000 compounds, 0.63% hits;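 active = plate-corrected calcium response at least 3 library SD above typical, normal starting fluorescence, not activating the receptor alone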;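 note: compound read alongside a low EC10 to EC30 dose of BAM8-22 agonist; peak minus trough fluorescence over baseline measured at the second addition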
hERG protect = hERG rescue from dofetilide block, primary screen, cell-based, CHO-hERG, FluxOR thallium flux, dofetilide IC70; Voltage-gated inwardly rectifying potassium channel KCNH2 (Homo sapiens), Q12809; dofetilide IC70 present; activation (rescue from dofetilide block), less the hit threshold, % at 10 µM; 310,000 compounds, 0.51% hits; AID 1511, 2009;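 active = activation above the mean of controls blocked by dofetilide plus 5 SD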;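 note: thallium influx through hERG after potassium depolarization seen as dye fluorescence rise; in these data hits start at about 4.7%; inactives centre near -7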
Target sequence (Q12809 whole entry, looked up): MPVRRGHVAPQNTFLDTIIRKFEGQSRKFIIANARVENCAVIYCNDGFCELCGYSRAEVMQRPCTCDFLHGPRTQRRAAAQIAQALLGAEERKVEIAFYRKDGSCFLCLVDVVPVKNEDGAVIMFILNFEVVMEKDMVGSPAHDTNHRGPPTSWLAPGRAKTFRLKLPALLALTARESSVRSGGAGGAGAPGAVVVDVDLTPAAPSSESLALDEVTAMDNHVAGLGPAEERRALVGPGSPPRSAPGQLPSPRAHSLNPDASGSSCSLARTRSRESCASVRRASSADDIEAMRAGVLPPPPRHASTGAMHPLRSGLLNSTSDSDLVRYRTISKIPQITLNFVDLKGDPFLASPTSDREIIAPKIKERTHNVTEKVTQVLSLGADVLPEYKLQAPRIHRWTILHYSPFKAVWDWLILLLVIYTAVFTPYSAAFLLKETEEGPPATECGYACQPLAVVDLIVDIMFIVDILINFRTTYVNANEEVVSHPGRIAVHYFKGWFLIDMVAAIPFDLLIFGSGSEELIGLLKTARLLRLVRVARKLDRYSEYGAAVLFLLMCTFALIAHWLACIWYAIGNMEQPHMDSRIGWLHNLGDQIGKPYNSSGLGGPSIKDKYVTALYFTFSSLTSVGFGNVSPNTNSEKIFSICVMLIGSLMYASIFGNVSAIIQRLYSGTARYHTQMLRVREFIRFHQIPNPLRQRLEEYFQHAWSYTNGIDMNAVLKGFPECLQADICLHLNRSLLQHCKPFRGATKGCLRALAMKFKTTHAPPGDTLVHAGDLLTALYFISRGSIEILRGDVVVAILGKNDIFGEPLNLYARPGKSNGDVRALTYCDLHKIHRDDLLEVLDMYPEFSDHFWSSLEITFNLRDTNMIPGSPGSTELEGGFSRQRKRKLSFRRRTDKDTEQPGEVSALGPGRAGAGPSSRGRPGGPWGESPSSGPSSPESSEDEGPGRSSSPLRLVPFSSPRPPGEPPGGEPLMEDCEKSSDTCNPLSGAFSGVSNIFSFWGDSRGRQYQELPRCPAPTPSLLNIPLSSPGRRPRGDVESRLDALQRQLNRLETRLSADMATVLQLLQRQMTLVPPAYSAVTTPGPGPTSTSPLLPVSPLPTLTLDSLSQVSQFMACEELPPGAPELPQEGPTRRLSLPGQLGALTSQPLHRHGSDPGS
Numbers without * were called inactive; i = inactive; nt = no result given.

SMILES | KCNQ1 inh | KCNK3 inh | KCNQ1 pot | TMEM16A inh | ANO1 activ | MrgX1 agonist | RGS4 block | RGS4 pot | KCNK9 block | MrgX1 PAM | hERG protect
CCNc1nc(OCCNC(C)=O)nc(N(C)C)n1 | i | i | i | i | i | i | i | i | i | i | -1.1
COC(=O)c1[nH]c2cc(OC)ccc2c1NC(=O)CCN1CCN(Cc2ccc3c(c2)OCO3)CC1 | i | i | i | nt | i | nt | i | i | i | nt | -4.9
COC(=O)/C=C1/SC(=NC(=O)c2cccc([N+](=O)[O-])c2)NC1=O | i | i | i | i | i | i | i | i | i | i | -5.8
CC(C(=O)NCCCn1ccnc1)(c1ccccc1)c1ccccc1 | i | i | i | i | i | i | i | i | i | i | -10.7
Cc1cccc(Nc2nc(-c3ccccc3)cs2)n1 | i | i | i | i | i | i | i | i | i | i | -7.4
Cc1cccc(NC(=O)c2ccc(NS(=O)(=O)c3c(C)noc3C)cc2)c1 | i | i | i | i | i | i | i | i | i | i | -8.1
CC1NC(=O)N(C)C2NC(=O)N(C)C(c3ccccc3)C12 (centres undefined) | i | i | i | i | i | i | i | i | i | i | -5.1
Cc1cccc(OCC2=NS(=O)(=O)c3ccccc3N2)c1 | i | i | i | i | i | i | i | i | i | i | -9.2
COc1ccc(CC(=O)Nc2ccccc2NC(=O)Cc2ccc(OC)cc2)cc1 | i | i | i | i | i | i | i | i | i | i | -8.3
Cc1nn(CCC(=O)NCc2ccc(N(C)C)cc2)c(=O)c2nn(-c3ccccc3)c(C)c12 | i | i | i | i | i | i | i | i | i | i | -13.7
C=CCN1C(=O)c2ccc(C(=O)N3CCC(C(N)=O)CC3)cc2C1=O | i | i | i | i | i | i | i | i | i | i | -4.9
CC(C)c1nnc(NC(=O)CC(=O)Nc2ccccc2C(=O)O)s1 | i | i | i | i | i | i | i | i | i | i | -3.2
CCOC(=O)c1c(C)[nH]c(C(=O)NNC(=O)c2ccccc2)c1C | i | i | i | i | i | i | i | i | i | i | -11.1
CC(=O)N1CCN(C(=O)c2cccc(S(=O)(=O)NCc3ccccc3)c2)CC1 | i | i | i | i | i | i | i | i | i | i | -4.4
CC(NCc1ccc(F)cc1)C(=O)Nc1cc(S(=O)(=O)N2CCCCC2)ccc1Cl (centres undefined) | i | i | i | i | i | i | i | i | i | i | -4.7
COc1ccc(N2CCN(C(=S)NCc3ccc(C)cc3)CC2)cc1 | i | i | i | i | i | i | i | i | i | i | -9.9
Cc1ccc(S(=O)(=O)[N-]c2nc3ccccc3nc2-n2cc[n+](Cc3ccccc3)c2)cc1 | i | i | i | i | i | i | i | i | i | i | -8.5
Cn1cc(Br)c(C(=O)Nc2sc3c(c2C(N)=O)CCC3)n1 | i | i | i | i | i | i | i | i | i | i | -12.2
COc1ccc(Cl)cc1C(=O)n1cnc2ccccc21 | i | i | i | i | i | i | i | i | i | i | -4.4
O=C(O)c1cccc(S(=O)(=O)Nc2ccccc2N2CCOCC2)c1 | i | i | i | i | i | i | i | i | i | i | -7.3
Cc1cccc(N2CCN(C(=O)c3ccc(CS(=O)(=O)c4ccccc4C)o3)CC2C)c1 (centres undefined) | i | i | i | i | i | i | i | i | i | i | -22.2
O=C(CN1C(=O)c2ccccc2C1=O)NCC(=O)OCC(=O)c1cccc([N+](=O)[O-])c1 | i | i | i | i | i | i | i | i | i | i | -2.9
CC1(C)CC(=O)C(C=Nc2ccccc2Sc2ccccc2)=C(O)C1 | i | i | i | i | i | i | i | -8.79* | i | i | -17.2
COc1ccccc1C(C)NC(=O)Cc1ccc(S(=O)(=O)N2CCOCC2)s1 (centres undefined) | i | i | i | i | i | i | i | i | i | i | -11.4
O=C(Nc1ccc2c(c1)OCO2)N1CCN(c2ccccc2Cl)CC1 | i | i | i | i | i | i | i | i | i | i | -13.6
COc1ccc(OCC(=O)NCCCCCCNC(=O)COc2ccc(OC)cc2)cc1 | i | i | i | i | i | i | i | i | i | i | -5.4
Cn1cccc1Cc1nnc(SCC(=O)NC2CCCCC2)n1-c1ccc(F)cc1 | i | i | i | i | i | i | i | i | i | i | -3.1
CC1CCCN(C(=O)CN2C(=O)c3ccccc3C2=O)C1 (centres undefined) | i | i | i | i | i | i | i | i | i | i | -14.6
CC12CCCCC1N(O)C(=O)C(=O)N2O (centres undefined) | i | i | i | i | i | i | i | i | i | i | -0.1
CCC(=O)N1CCc2cc(S(=O)(=O)NCCCN3CCN(Cc4ccccc4)CC3)ccc21 | i | i | i | i | i | i | i | i | i | i | -6.5
Cc1cc(NC(=O)CCC(=O)N(c2ccc(F)cc2)C(C(=O)NC2CCCC2)c2ccncc2)no1 (centres undefined) | i | i | i | i | i | i | i | i | i | i | -3.9
Cc1[nH]c2ccccc2c1/C=N/NS(=O)(=O)c1ccccc1 | i | i | i | i | i | i | i | i | i | i | -7.1
O=c1c2ccccc2nc2n1CCCCN2 | i | i | i | i | i | i | i | i | i | i | -5.0
CC1CCC2C(=O)N(c3cccc(C(=O)Nc4ccccc4Cl)c3)C(=O)C2C1 (centres undefined) | i | i | i | i | i | i | i | i | i | i | -11.5
COc1ccc(NC(=O)CSc2nnc(-c3ccco3)n2N)cc1Cl | i | i | i | i | i | i | i | i | i | i | -1.9
CCOC(=O)CSc1nnc(CSc2nc(N)c3c(C)c(C)sc3n2)n1-c1ccccc1 | i | i | i | i | i | i | i | i | i | i | -6.6
Cc1c(-c2cccc(NC(=O)c3cccs3)c2)nc2ncccn12 | i | i | i | i | i | i | i | i | i | i | -19.8
Cc1nn(-c2ccccc2)c(Cl)c1/C=N/NC(=O)c1ccccc1NS(=O)(=O)c1cccs1 | i | i | i | 100* | i | i | i | i | i | i | -20.4
CN(C)NC(=O)c1ccc([N+](=O)[O-])s1 | i | i | i | i | i | i | i | i | i | i | -6.8
CCOc1ccccc1N/C(=N/c1nc(C)cc(C)n1)NC(=O)Nc1ccc(Cl)c(Cl)c1 | i | nt | i | i | nt | i | i | i | i | i | -4.6
OC[C@@H](O)[C@@H](O)CO | nt | i | nt | i | i | i | nt | nt | nt | i | nt
O=[N+]([O-])c1cccc(S(=O)(=O)NC2CC3CCC2C3)c1 (centres undefined) | i | i | i | i | i | i | i | i | i | i | 0.2
COCCNC(=O)c1cc2ncc(Br)cn2n1 | i | i | i | i | i | i | i | i | i | i | -9.1
CCn1c(O)c(N=Nc2ccc3ccccc3n2)c2ccccc21 | i | i | i | i | i | i | i | i | i | i | -34.2
O=[N+]([O-])c1ccc(S(=O)(=O)Nc2ccccn2)cc1 | i | i | i | i | i | i | i | i | i | i | -3.5
Cc1ccc(-n2ncc3c(SCC(=O)NNC(=O)C(C)C)ncnc32)cc1 | i | i | i | i | i | i | i | i | i | i | -13.0
CCCOCC1CC2(SC(=Nc3ccc(C)cc3)NC2=O)C(=O)O1 (centres undefined) | i | i | i | i | i | i | i | i | i | i | -0.1
O=C1CC(SCCc2nc3ccccc3[nH]2)C(=O)N1c1ccc(F)c(Cl)c1 (centres undefined) | i | i | i | i | i | i | i | i | i | i | -9.0
O=C(CCNC(=O)c1ccc(Br)cc1)NCC1CCCO1 (centres undefined) | i | i | i | i | i | i | i | i | i | i | -13.5
COc1cc(/C=C2/C(=N)N3C=CSC3=NC2=O)ccc1OCCOc1ccc(NC(C)=O)cc1 | i | i | i | i | i | i | i | i | i | 13.9* | -5.4
COc1ccc(-n2ncc(C(C)NS(=O)(=O)c3cccs3)c2C)cc1 (centres undefined) | i | i | i | i | i | i | i | i | i | i | -5.2
CSc1nc(C)[nH]c(=O)c1C#N | i | i | i | i | i | i | i | i | i | i | -7.9
N#CC1=C(SCc2ccccc2)NC(=O)CC1c1ccc(O)cc1 (centres undefined) | i | i | i | i | i | i | i | i | i | i | -10.5
CC(C)OC(=O)CC(NC(=O)OC(C)(C)C)c1ccccc1 (centres undefined) | i | nt | i | i | nt | i | i | i | i | i | -4.8
CN(C)C(=O)C(=O)c1c(-c2ccccc2)cc2ccccn12 | i | i | i | i | i | i | i | i | i | i | -4.2
CS(=O)(=O)N(CC(=O)N/N=C/c1cc([N+](=O)[O-])ccc1Cl)c1ccccc1 | i | i | i | i | i | i | i | i | i | i | -2.0
Cc1ccc(Cl)cc1NS(=O)(=O)N1CCOCC1 | i | i | i | i | i | i | i | i | i | i | -7.6
COCCNC(=O)CN(Cc1ccc(Cl)cc1)S(C)(=O)=O | i | i | i | i | i | i | i | i | i | i | -5.3
COc1ccc2cc(-c3[nH]ncc3CN3CCCCO3)ccc2c1 | i | i | i | i | i | 35* | i | i | i | i | -3.8
Cn1nnnc1SCC1=C(C(=O)O)N2C(=O)C(NC(=O)Cn3nc(C(F)F)cc3C3CC3)C2SC1 (centres undefined) | i | i | i | i | i | i | i | i | i | i | -2.0
CCc1ccc(NS(=O)(=O)c2ccc3[nH]cc(C(=O)N(C)Cc4ccco4)c(=O)c3c2)cc1 | i | i | i | i | i | i | i | i | i | i | -9.6
Brc1cnc2ccccc2c1N1CCCCC1 | i | i | i | i | i | i | i | i | i | i | -2.3

Bioassay records deposited in PubChem BioAssay by Johns Hopkins Ion Channel Center.
